High-throughput results: PubChem, NCI
NCI-60 one-dose screen, 48 h, at 10 µM unless noted. Numbers give growth in % (100 = growth as untreated, 0 = no growth, -100 = all killed).
SF-295: SF-295 CNS cancer cells; actives 5.6% (n = 79,000); AID 1794758
SN12C: SN12C renal cancer cells. actives 3.8% (n = 81,000). AID 1794767
SF-268: SF-268 CNS cancer cells; actives 3.1% (n = 82,000)
CAKI-1: CAKI-1 renal cancer | AID 1794772 | actives 4.7% (n = 75,000)
TK-10: TK-10 renal cancer cells. actives 3.9% (n = 81,000)
UO-31: UO-31 renal cancer. actives 5.2% (n = 81,000)
786-0: 786-0 renal cancer cells. actives 5.1% (n = 81,000)
U251: U251 CNS tumor cells; actives 5.4% (n = 80,000); AID 1794753
Active calls of the source: *; . = no result given; & = joins results of further samples. Rule for the calls: active = growth percent below 10; inactive = the rest.

SMILES	SF-295	SN12C	SF-268	CAKI-1	TK-10	UO-31	786-0	U251
O=C(Nc1ccc(Cl)cc1)c1cccc([N+](=O)[O-])c1	89.7	91.1	95.4	74.4	108.1	46.1	97.8	91.2
Cc1ccccc1C1OC2=C(Nc3ccc(Cl)cc3N2)C1=O (stereo not given)	89.9	93.5	92.9	73.5	131.0	63.6	97.2	101.6
O=S(=O)(O)/C=C/c1ccccc1	98.5	101.6	113.2	96.5	98.1	100.5	95.9	89.5
NS(=O)(=O)c1ccc(N/N=C(/CS(=O)(=O)c2ccccc2)c2cc3ccccc3oc2=O)cc1	103.4	96.5	91.8	80.5	110.6	67.8	89.2	99.5
CCOC(=O)c1cc(C(=O)c2cc(OC)cc(OC)c2)n2nc(-c3ccc(Br)cc3)ccc12	105.4	100.6	91.4	.	127.5	78.8	113.1	94.6
CCC(CC)(NC(=O)c1ccccc1)C(=O)O	95.4	107.7	93.8	92.8	90.0	93.9	94.9	102.6
CN(C)CCOc1ccccc1Cc1cccc(Cl)c1	99.7	100.9	88.5	90.0	104.2	72.8	92.7	95.4
CC(Sc1ccccc1)C(=O)O (stereo not given)	91.8	102.9	105.0	76.5	101.9	94.9	117.6	91.1
CS(=O)(=O)c1cnnc2ccccc12	111.1	91.9	103.3	67.0	99.5	84.8	108.9	91.1
O=C1C(=O)N(CCO)c2ccc(F)cc21	101.8	99.9	97.8	91.1	103.0	83.7	101.1	95.2
Cc1c(C2(c3cc(C(C)C)c(O)c(Br)c3C)OS(=O)(=O)c3ccccc32)cc(C(C)C)c(O)c1Br	99.8	101.7	101.6	93.8	110.8	81.8	112.5	108.0
COc1cnc2c(c1)C(=O)c1c-2n(CCCN2CCNCC2)c(=O)c2cc(Cl)ccc12	15.5	16.5	-75.6*	33.1	47.5	-59.0*	-81.1*	-98.4*
COc1cc2oc(-c3cccc(C(=O)Nc4ccc(Cl)cc4)c3)cc(=O)c2c(OCC(=O)N[C@@H](Cc2ccccc2)C(=O)O)c1OC	110.9	104.8	109.9	91.2	133.7	90.8	102.0	108.9
FC(F)(F)c1[nH]ncc1-c1nc2ccc3[nH]ncc3c2c2c1CCCC2	24.3	12.5	8.9*	9.9*	1.2*	-26.8*	-23.8*	5.7*
O=C(Cn1cc(C2(O)CCCCC2)nn1)Nc1nc2ccccc2s1	101.5	95.5	97.0	91.0	103.1	76.5	101.0	102.7
O=C(O)C(Br)C(Br)c1cccc(Cl)c1 (stereo not given)	107.7	118.2	93.8	94.4	100.4	89.5	104.9	98.1
O=C(O)c1ccc(Nc2ncnc3c2cnn3-c2cccc(Br)c2)cc1	102.2	100.0	97.4	85.8	125.3	86.2	97.0	95.3
O=C(Nc1cccnc1Nc1ccc(Cl)cc1)c1cn(Cc2ccc(F)cc2)nn1	96.6	95.9	103.0	93.1	96.9	70.9	86.9	99.0
O=c1cc(-c2ccccc2)nc2sc(-c3c[nH]c4ccc(Cl)cc34)nn12	98.5	80.5	91.2	90.2	120.7	89.9	100.1	90.9
C[C@H](NC(=O)[C@@H](C)N)[C@H](Oc1ccc2c(cnn2-c2ccc(F)cc2)c1)c1ccc2c(c1)OCCO2	77.0	42.6	42.5	20.4	70.5	18.5	56.7	34.7

Just SN12C, U251 and SF-295, for 4 of the compounds above:
Molecule | SN12C | U251 | SF-295
O=C(Nc1cccnc1Nc1ccc(Cl)cc1)c1cn(Cc2ccc(F)cc2)nn1 | 95.9 | 99.0 | 96.6
FC(F)(F)c1[nH]ncc1-c1nc2ccc3[nH]ncc3c2c2c1CCCC2 | 12.5 | 5.7* | 24.3
C[C@H](NC(=O)[C@@H](C)N)[C@H](Oc1ccc2c(cnn2-c2ccc(F)cc2)c1)c1ccc2c(c1)OCCO2 | 42.6 | 34.7 | 77.0
O=c1cc(-c2ccccc2)nc2sc(-c3c[nH]c4ccc(Cl)cc34)nn12 | 80.5 | 90.9 | 98.5

Continued.
SMILES	SF-295	SN12C	SF-268	CAKI-1	TK-10	UO-31	786-0	U251
CCCCCCn1c(=O)c2c(nc(NCCc3ccc(OC)c(OC)c3)n2C)n(C)c1=O	99.5	98.5	93.6	90.7	108.6	72.4	88.2	105.8
C=C1CC[C@@H]2[C@]3(C)COC(c4ccccc4)O[C@@H]3CC[C@@]2(C)[C@@H]1C/C=C1/C(=O)OC[C@H]1O (stereo not given in full)	102.4	79.9	97.5	83.7	109.0	75.7	110.7	64.2
CC1(C(=O)OCc2ccccc2)C(=O)C2=C(CCCCC2)N1c1ccccc1 (stereo not given)	89.1	99.2	95.7	82.3	99.1	78.1	90.6	88.4
Nc1cccc(-c2nc3sccn3c2-c2ccnc(NCCCNS(=O)(=O)c3cccc(F)c3)n2)c1	58.3	44.5	66.3	48.0	109.6	26.3	75.5	80.7
Cn1nnnc1SCC1=C(C(=O)O)N2C(=O)C(NC(=O)C(OC=O)c3ccccc3)C2SC1 (stereo not given)	103.2	101.3	122.1	87.8	100.5	88.1	97.2	106.7
CC(C)(c1cc(Cl)c(O)c(CN2CCOCC2)c1)c1cc(Cl)c(O)c(CN2CCOCC2)c1	.	97.4	104.6	96.9	105.1	79.6	100.9	90.8
CCCCCCCN1C(=O)/C(=c2\sc3n(c2=O)C2C(NN=3)N(CC)C(=O)N2CC)c2ccccc21 (stereo not given)	94.3	92.1	80.5	85.9	104.3	75.4	72.7	95.1
Cc1cc(Cl)ccc1N1C(=O)c2sc3nc4scc(-c5ccc(F)cc5)c4c(=O)n3c2C1=O	138.3	104.1	126.9	106.5	133.3	60.0	95.4	103.4
Cc1ccc2nc(NC(=O)CSc3nc(Oc4ccccc4)c(C#N)c(-c4ccccc4)n3)sc2c1	98.8	98.8	100.2	79.6	105.6	71.1	85.3	82.7
COc1ccc(N=[N+]([O-])c2ccc(OC)cc2)cc1	95.2	101.7	105.9	90.4	97.3	91.2	101.0	89.5
CC1=C2CC/C(C)=C/CC[C@@]3(C)OC3CC/C(C)=C/[C@@H]2OC1 (stereo not given in full)	94.5	91.2	107.3	100.5	96.0	86.1	97.7	94.7
S=C(/N=C1\NN=C(c2ccccc2)CS1)Nc1ccccc1	96.8	101.2	97.2	.	113.8	86.2	103.0	91.9
N#Cc1cn(-c2cccnc2Cl)c(C(=O)c2ccc(F)cc2)c1N	109.7	101.1	100.4	92.1	93.3	90.0	97.3	98.8
Clc1ccc(CSc2ccc(Cl)cc2)cc1	89.8	99.2	99.2	95.4	71.5	94.8	79.9	90.3
CC1CC(=O)Nc2ccccc2N1C(=S)Nc1ccccc1 (stereo not given)	107.9	98.9	100.3	86.6	.	74.9	93.1	98.6
N#Cc1cccc(-c2cc(=O)c3cc(O)ccc3[nH]2)c1	101.2	99.9	97.7	95.0	110.4	95.0	107.3	97.9
c1ccc(-c2nc3c4cc(-c5ccccc5)oc4ncn3n2)cc1	95.4	99.0	97.1	93.1	116.0	89.3	102.4	102.9
O=[N+]([O-])c1cccc(/C=N\Nc2ccccc2)c1	49.2	74.7	62.5	59.9	98.7	47.4	74.4	83.4
O=C(NCc1ccccc1)OCCO	.	99.4&105.3	119.0&117.6	71.5	127.0&111.1	104.8&95.5	101.4&106.6	110.0&107.2
N#CCc1nc2c(-c3nc4ccccc4s3)c(Nc3ccccc3)sc2c(=O)[nH]1	97.1	90.8	101.6	102.7	135.0	79.9	100.5	97.9
COc1ccc(-c2nc(C(=O)Nc3cccc(OC)c3)nn2-c2cccc3ccccc23)cc1	94.5	89.9	82.4	80.4	89.3	46.9	93.8	95.0
C=C1CCC2C(C)(CO)C(O)CCC2(C)C1C/C=C1/C(=O)OCC1Oc1ccccc1C (stereo not given)	97.6	85.9	102.2	95.8	136.1	93.0	98.0	88.4
Cc1ccc(S(=O)(=O)OCCCCCOS(=O)(=O)c2ccc(C)cc2)cc1	88.0	105.2	101.5	94.5	114.1	95.3	100.9	91.6
Clc1cccc(Cl)c1Cn1c(-c2cccs2)nc2ccccc21	93.6	92.6	90.4	76.8	81.7	76.3	93.8	91.0
Cc1ccc2c(CCO)c[nH]c2c1	100.6	104.6	99.4	88.1	106.6	71.4	104.7	97.1
O=C(Cc1ccc([N+](=O)[O-])cc1)OCC#CCOC(=O)Cc1ccc([N+](=O)[O-])cc1	95.6	89.2	106.9	99.8	100.5	88.3	104.4	91.0
COc1ccc(-c2coc3c4c(ccc3c2=O)OCN(C(C)C)C4)cc1OC	98.3	102.9	105.1	97.4	102.4	86.8	94.6	98.4
CCCC(C)=C(C(=O)OCC)C(=O)OCC	104.6	102.2	107.6	101.4	101.5	87.6	102.7	97.5
CC(=O)Oc1ccccc1C(=O)Nc1ccc(C(=O)/C=C/c2ccccc2)cc1	104.9	101.1	106.8	94.4	.	102.0	86.0	102.9
CB1C=Cc2cc(-c3cccc(Cl)c3)ccc2N1	100.0	106.9	102.4	.	118.1	78.9	100.0	103.8
Cc1cc(C)c(C)c(C(=O)CCC(=O)O)c1C	107.6	.	102.9	96.2	110.6	84.4	89.3	101.4
O=C1C(c2ccc3ccccc3n2)=C(O)c2ccccc21	83.1	.	72.4	54.9	72.2	39.7	39.9	51.9
CCN(CC)CCOCC[C@H]1CC[C@H]2[C@@H]3[C@H](C)Cc4cc(OS(N)(=O)=O)ccc4[C@H]3CC[C@]12C	-65.0*	-62.9*	-80.2*	-73.9*	-56.8*	-80.8*	-99.6*	-71.0*
CCN1CCN(CCOc2ccc(Nc3nccc(NCc4ccco4)n3)cc2)CC1	95.3	80.2	79.2	92.8	103.0	63.7	87.6	85.4
CCOC(=O)c1ccc(NC(=S)NC(=O)c2ccc(NC(C)=O)cc2OC)cc1	73.4	84.7	101.9	74.7	81.8	59.0	94.0	89.0
COc1ccc(NC(=O)CCC(=O)O)cc1	91.4	95.7	100.7	96.6	96.0	79.1	98.2	88.6
C=C(C)[C@@H]1CC[C@]2(COC(=O)c3cccnc3)CC[C@@]3(C)[C@]4(C)CC[C@@H](C(=C)C)[C@](C)(CCCN)[C@H]4CC[C@]3(C)[C@@H]12	86.0	87.8	87.7	61.7	117.2	73.5	84.4	82.8
CC(=O)N1C(=O)C2(NCC(C)N2)c2ccccc21 (stereo not given)	107.6	89.1	106.4	99.3	107.9	88.2	108.9	.
O=c1c(O)c(-c2ccc(O)c(O)c2)oc2cc(O)ccc12	99.8	96.6	99.3	105.2	115.0	84.5	97.1	85.1
COC(=O)c1ccc(Cn2ccc(=O)[nH]c2=O)cc1	108.7	104.3	119.2	97.4	103.8	89.3	80.5	112.0
Nc1c(C(=O)Nc2ccccn2)sc2nc3c(cc12)CCCCC3	15.4	39.4	53.4	.	71.9	49.0	27.6	23.2
O=C1C(Br)=CC2C1C1C3CCC3C2(Br)C12OCCO2 (stereo not given)	31.4	41.8	25.6	-19.3*	28.8	62.0	42.8	35.3
CC1(c2ccccc2)OC1C(=O)O (stereo not given)	101.1	105.9	106.3	94.0	101.9	84.5	99.7	117.4
C=C(C)[C@@H]1CC[C@]2(C=O)CC[C@]3(C)[C@H](CC[C@@H]4[C@@]5(C)C/C(=C/c6cccnc6)C(=O)C(C)(C)[C@@H]5CC[C@]43C)[C@@H]12	86.9	77.1	85.8	50.1	133.8	-33.9*	100.7	73.4
O=[N+]([O-])c1cc(C(F)(F)F)ccc1SSc1ccc(C(F)(F)F)cc1[N+](=O)[O-]	116.9	113.1	103.4	99.1	105.6	94.3	98.0	95.4
NC(N)=N/N=C/c1nccc2ccccc12	109.8	108.8	106.9	102.1	116.8	97.0	103.7	101.5
CCOC(=O)c1c(SC)nn(C(=S)Nc2ccccc2)c1N	94.8	98.6	93.2	83.8	124.8	71.4	104.0	102.7
C/C=C/Cc1ccc(O)cc1	82.8	104.4	96.9	69.4	96.0	86.3	99.0	93.0
Cc1ccc2ccccc2c1CC(=O)O	100.0	96.2	97.6	105.1	93.5	85.3	106.1	104.4
CSc1nc2[nH]c(=O)[nH]c(=S)c2[nH]1	95.4	.	100.2	97.3	95.7	92.4	97.2	96.9

Taken from the results shown, three compounds:
SMILES	SF-295	SN12C	SF-268	CAKI-1	TK-10	UO-31	786-0	U251
Nc1c(C(=O)Nc2ccccn2)sc2nc3c(cc12)CCCCC3	15.4	39.4	53.4	.	71.9	49.0	27.6	23.2
O=C1C(Br)=CC2C1C1C3CCC3C2(Br)C12OCCO2 (stereo not given)	31.4	41.8	25.6	-19.3*	28.8	62.0	42.8	35.3
CC1(c2ccccc2)OC1C(=O)O (stereo not given)	101.1	105.9	106.3	94.0	101.9	84.5	99.7	117.4

Next records follow.
SMILES	SF-295	SN12C	SF-268	CAKI-1	TK-10	UO-31	786-0	U251
COc1ccc(NC(c2ccc(C(F)(F)F)cc2)c2c(C)[nH]c3ccccc23)cc1 (stereo not given)	104.7	100.5	100.5	92.9	125.8	66.3	102.6	101.6
N=C1c2nc3n(c2C(=O)c2c1nc1n2CCCC1)CCCC3	99.4	97.9	93.4	90.3	103.1	87.5	93.3	96.9
O=C1NC(=S)NC(=O)C1=Cc1ccccc1C(=O)O	108.5	.	100.7	101.1	97.4	88.8	113.3	99.7
Cc1c(C(=O)/C=C/c2ccc(N(C)C)cc2)nnn1-c1ccc(F)cc1	97.1	93.0	98.8	88.8	111.5	78.7	102.1	102.7
O/N=C(/CN1CCN(c2ccccc2)CC1)c1ccc(Cl)cc1	89.7	101.0	106.0	103.2	118.0	93.5	91.7	95.4

An unsorted share of the library (roughly 9.2% active in at least one column).
